Bioassay records (PubChem)
VIM-2 inhibitor = VIM-2 metallo-beta-lactamase inhibitors, primary screen, biochemical, epi-absorbance readout, Pseudomonas aeruginosa enzyme. AID 1527, 2009. purified VIM-2, nitrocefin hydrolysis, epi-absorbance fluorescence. inhibition, % at 5.6 µM. 290,000 compounds, 0.89% hits;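 active = inhibition above the mean of all tested compounds plus 3 SD, cutoff set per screening run, cut at about 7.5% in these data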;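 note: red hydrolysis product quenches plate fluorescence so inhibitors raise well fluorescence; 0% = enzyme with DMSO and 100% = DMSO without enzyme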
UBC9 SUMO inh = inhibitors of in vitro SUMOylation cascade, primary screen, biochemical, HTRF, uHTS. SUMO-conjugating enzyme UBC9 (Homo sapiens), P63279. HTRF SUMOylation assay, SAE1/SAE2 + UBC9. inhibition, % at 35 µM. 290,000 compounds, 0.36% hits. AID 2006, 2009; in the data active = inhibition above about 50%, passing the limit was not always enough; note: strong numbers were not always called active
Target sequence (P63279 whole entry, looked up): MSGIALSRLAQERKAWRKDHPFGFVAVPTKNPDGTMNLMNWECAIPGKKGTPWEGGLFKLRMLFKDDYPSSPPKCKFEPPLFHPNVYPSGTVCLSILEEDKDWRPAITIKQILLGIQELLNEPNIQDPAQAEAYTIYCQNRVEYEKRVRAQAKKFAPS
NALP1 yeast inh = NALP1 inflammasome inhibitors in reconstituted yeast, colorimetric, S. cerevisiae, triplicate retest; 280,000 compounds, 0.61% hits; S. cerevisiae NALP1/ASC/caspase-1 growth, X-gal OD620, 72 h; inhibition, % at 10 µM; in the data active = inhibition mostly above about 24%, no sharp cut-off; inactive = mostly below about 32%; note: some compounds called inactive have numbers as strong as hits
M18AAP inhibitor = PfM18AAP inhibitors, malaria aminopeptidase, primary screen, biochemical, QFRET, recombinant enzyme. AID 1822, 2009. inhibition, % at 7.35 µM. H-Glu-NHMec fluorogenic cleavage. 290,000 compounds, 1.2% hits;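 active = inhibition above the campaign mean inhibition over all tested compounds plus 3 SD, cut at about 28% in these data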;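 note: 0% = plate median of test compound wells and 100% = 2 mM ZnCl2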
MEKK2mut PB1 HTS = MEK5 binding signal on mutant MEKK2 PB1, primary screen, biochemical, multiplex bead flow cytometry, Alexa488-MEK5; Alexa488-MEK5 binding to MEKK2 mutant; percent response, % at 10 µM; 290,000 compounds, 0.35% hits; in the data active = percent response above about 24%, passing the limit was not always enough; note: inactives centre near 1; some results filed as inactive read as strong as hits
MEKK2wt PB1 HTS = modulators of MEK5 binding to wildtype MEKK2, primary screen, biochemical, multiplex bead flow cytometry, Alexa488-MEK5; binding response (% of control), % at 10 µM; 290,000 compounds, 1.1% hits; AID 1531, 2009; Mitogen-activated protein kinase kinase kinase 2 (Homo sapiens), Q9Y2U5; Alexa488-MEK5 binding to MEKK2 WT; actives lie on both sides; in the data active = binding response below about 67% or above about 130%
HCV NS3 hel inh = inhibitors of HCV NS3 helicase, primary screen, biochemical, Cy5 molecular beacon fluorescence | Hepatitis C virus NS3 helicase | NS3 helicase DNA unwinding | inhibition, % at 10.9 µM | 290,000 compounds, 0.56% hits;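 active = inhibition above the mean of all tested compounds plus 3 SD, set per campaign, cut at about 35% in these data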;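 note: 0% = DMSO wells and 100% = thioflavine S control wells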
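System: Hepatitis C virus NS3 helicase domain fragment enzyme | Reagent: Annealed dual-labelled DNA beacon duplex, ATP-started | Compound dosing: 10.9 µM single point, 0.8% DMSO | Incubation: 1 h reaction at 25 °C, ATP-initiated | Technique: Cy5 fluorescence | Evaluation: Percent inhibition from t60/t0 fluorescence ratio | Benchmarks: Low DMSO, high thioflavine S at 110 µM | Replication: Singlicate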
DNA FID counter = compounds displacing fluorescent DNA intercalator, primary screen, artefact control for HCV NS3 helicase inhibitor project, biochemical, FID fluorescence. 290,000 compounds, 0.17% hits. DNA fluorescent intercalator displacement. inhibition, % at 7.9 µM. AID 1845, 2009; in the data active = inhibition above about 37%;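 note: 0% = vehicle and 100% = reference compound; higher means more ethidium bromide displaced from hairpin DNA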
IMP-1 inh = IMP-1 metallo-beta-lactamase inhibitors, primary screen, biochemical, epi-absorbance readout, Pseudomonas aeruginosa enzyme; metallo-beta-lactamase IMP-1 (Pseudomonas aeruginosa); 290,000 compounds, 0.45% hits; AID 1556, 2009; inhibition, % at 5.6 µM; purified IMP-1, nitrocefin hydrolysis, epi-absorbance fluorescence;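 active = inhibition above the mean plus 3 SD of all compounds in the same screening run, cut at about 4.5% in these data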;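 note: 0% = IMP-1 with DMSO and 100% = DMSO wells lacking enzyme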
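system = purified recombinant IMP-1 beta-lactamase | amount = 0.2 nM IMP-1, as dispensed | medium = HEPES buffer pH 7.1 with ZnSO4 and Brij 35 | times = 25 °C, 15 min preincubation, 25 min reaction | detection = plate fluorescence quenching by hydrolysis product, ex 480/em 530 nm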
* marks the source's active call; other numbers are inactive results. Compounds as they come, and some 4.7% of all compounds hit somewhere here.

Screening C[C@H](NC(=O)[C@H]1N2C(=O)c3ccccc3C2SC1(C)C)C(=O)N1CCCCC1 (stereo partly drawn) returned VIM-2 inhibitor -1.7, UBC9 SUMO inh 7, NALP1 yeast inh 6, M18AAP inhibitor -7, MEKK2mut PB1 HTS 5, MEKK2wt PB1 HTS 103, HCV NS3 hel inh -7, DNA FID counter -29 and IMP-1 inh -1.3.
CC(Oc1ccccc1)C(=O)N=Nc1c(O)[nH]c2ccc(Br)cc12 (stereo not drawn) was read as VIM-2 inhibitor -1.6, UBC9 SUMO inh 34, NALP1 yeast inh -16, M18AAP inhibitor 2, MEKK2mut PB1 HTS -2, MEKK2wt PB1 HTS 97, HCV NS3 hel inh 2, DNA FID counter -4 and IMP-1 inh -4.2.
For CCN(CC)C(=O)Cn1c(=O)n(-c2ccccc2)c(=O)c2c3c(sc21)CCC3 the results were VIM-2 inhibitor 3.3, UBC9 SUMO inh 1, NALP1 yeast inh 18, M18AAP inhibitor -4, MEKK2mut PB1 HTS 1, MEKK2wt PB1 HTS 112, HCV NS3 hel inh 12, DNA FID counter -5 and IMP-1 inh 0.8.
COc1ccc(N2CCN(C(=O)Cc3cccs3)CC2)cc1 was read as VIM-2 inhibitor 1.7, UBC9 SUMO inh 14, NALP1 yeast inh -1, M18AAP inhibitor -13, MEKK2mut PB1 HTS 2, MEKK2wt PB1 HTS 107, HCV NS3 hel inh 11, DNA FID counter -4 and IMP-1 inh -1.7.
`Cc1[nH]c(C)c(S(=O)(=O)N2CCC(C)CC2)c1C(=O)N1CCCC1` gave VIM-2 inhibitor -2.4, UBC9 SUMO inh 10, NALP1 yeast inh 10, M18AAP inhibitor -5, MEKK2mut PB1 HTS -3, MEKK2wt PB1 HTS 96, HCV NS3 hel inh 10, DNA FID counter -4 and IMP-1 inh -2.3.
CC1=NN(C(=O)CCc2ccccc2)C(O)(c2ccncc2)C1 (stereo not drawn) was read as VIM-2 inhibitor -2.8, UBC9 SUMO inh 2, NALP1 yeast inh -21, M18AAP inhibitor 2, MEKK2mut PB1 HTS 5, MEKK2wt PB1 HTS 105, HCV NS3 hel inh 7, DNA FID counter -4 and IMP-1 inh -5.6.
O=C(O)c1ccc(Nc2nc3c(s2)CCCC3)cc1 was read as VIM-2 inhibitor 0.8, UBC9 SUMO inh 3, NALP1 yeast inh 11, M18AAP inhibitor 11, MEKK2mut PB1 HTS -13, MEKK2wt PB1 HTS 76, HCV NS3 hel inh 13, DNA FID counter -1 and IMP-1 inh 2.3.
For O=C(O)c1cnn(-c2nc(-c3cccc(F)c3)cs2)c1C(F)(F)F the results were VIM-2 inhibitor -3.4, UBC9 SUMO inh 15, NALP1 yeast inh -14, M18AAP inhibitor -3, MEKK2mut PB1 HTS -1, MEKK2wt PB1 HTS 98, HCV NS3 hel inh 8, DNA FID counter -17 and IMP-1 inh -4.9.
Screening S=C1NCN(CCc2ccccc2)CN1 returned VIM-2 inhibitor -2.0, UBC9 SUMO inh -3, NALP1 yeast inh -23, M18AAP inhibitor -1, MEKK2mut PB1 HTS -1, MEKK2wt PB1 HTS 106, HCV NS3 hel inh -19, DNA FID counter -4 and IMP-1 inh -4.3.
Screening COCC(=O)Nc1cc(C)cn(Cc2cccc(C(F)(F)F)c2)c1=O returned VIM-2 inhibitor 0.8, UBC9 SUMO inh 22, NALP1 yeast inh -2, M18AAP inhibitor -5, MEKK2mut PB1 HTS 3, MEKK2wt PB1 HTS 100, HCV NS3 hel inh -15, DNA FID counter -25 and IMP-1 inh -1.4.
`O=C(CN1CCN(c2ccccn2)CC1)N1c2ccccc2Sc2ccc(C(F)(F)F)cc21` gave VIM-2 inhibitor 0.3, UBC9 SUMO inh -10, NALP1 yeast inh 2, M18AAP inhibitor 3, MEKK2mut PB1 HTS -7, MEKK2wt PB1 HTS 84, HCV NS3 hel inh -15, DNA FID counter -20 and IMP-1 inh 0.2.
Screening Cc1nc(NC(=O)c2c(-c3ccccc3)noc2C)sc1C(=O)N(C)C returned VIM-2 inhibitor 0.2, UBC9 SUMO inh -4, NALP1 yeast inh 2, M18AAP inhibitor 4, MEKK2mut PB1 HTS -4, MEKK2wt PB1 HTS 100, HCV NS3 hel inh 10, DNA FID counter -24 and IMP-1 inh -0.8.
For CC(=O)CNc1ccc(S(=O)(=O)N/N=C/c2ccccc2)cc1 the results were VIM-2 inhibitor -3.2, UBC9 SUMO inh -3, NALP1 yeast inh 8, M18AAP inhibitor 4, MEKK2mut PB1 HTS -4, MEKK2wt PB1 HTS 101, HCV NS3 hel inh -4, DNA FID counter -3 and IMP-1 inh -4.4.
Cc1c(C(=O)N2CCCC2)c(S(=O)(=O)Nc2ccccc2)c(C)n1C was read as VIM-2 inhibitor -8.6, UBC9 SUMO inh 7, NALP1 yeast inh 14, M18AAP inhibitor -10, MEKK2mut PB1 HTS 3, MEKK2wt PB1 HTS 105, HCV NS3 hel inh 4, DNA FID counter -10 and IMP-1 inh -3.5.
For Cc1cccc(/C=N/n2c(C)cc(C)c(C#N)c2=O)c1 the results were VIM-2 inhibitor -2.8, UBC9 SUMO inh -1, NALP1 yeast inh -87, M18AAP inhibitor 16, MEKK2mut PB1 HTS 4, MEKK2wt PB1 HTS 105, HCV NS3 hel inh 5, DNA FID counter -2 and IMP-1 inh 0.8.
Screening COC(=O)C1(CCSC)NC(c2ccc(O)c(OC)c2)C2C(=O)N(c3ccc(C)cc3)C(=O)C21 (stereo not drawn) returned VIM-2 inhibitor -3.2, UBC9 SUMO inh -10, NALP1 yeast inh -4, M18AAP inhibitor -1, MEKK2mut PB1 HTS -9, MEKK2wt PB1 HTS 100, HCV NS3 hel inh 4, DNA FID counter -6 and IMP-1 inh -2.4.
`S=C(NCc1ccc2[nH]c3c(c2c1)CCCC3)Nc1ccccc1Cl` gave VIM-2 inhibitor -0.3, UBC9 SUMO inh -5, NALP1 yeast inh 25, M18AAP inhibitor 4, MEKK2mut PB1 HTS 6, MEKK2wt PB1 HTS 105, HCV NS3 hel inh -16, DNA FID counter -8 and IMP-1 inh -0.5.
For CCN(N=O)[C@@H](Cc1ccccc1)CN(N=O)[C@@H](Cc1ccccc1)CN(C)N=O the results were VIM-2 inhibitor -0.4, UBC9 SUMO inh 8, NALP1 yeast inh -6, M18AAP inhibitor 2, MEKK2mut PB1 HTS 3, MEKK2wt PB1 HTS 101, HCV NS3 hel inh 1, DNA FID counter -30 and IMP-1 inh -1.9.
`O=S1(=O)CCN2C(Cc3ccc(SC(F)F)cc3)=CSC2=N1` gave VIM-2 inhibitor -0.5, UBC9 SUMO inh 3, NALP1 yeast inh 1, M18AAP inhibitor 1, MEKK2mut PB1 HTS 0, MEKK2wt PB1 HTS 96, HCV NS3 hel inh -4, DNA FID counter -6 and IMP-1 inh -2.9.
For Cc1cccc(OC(C)C(=O)N2CCc3ccccc3C2)c1 (stereo not drawn) the results were VIM-2 inhibitor 0.7, UBC9 SUMO inh 6, NALP1 yeast inh 4, M18AAP inhibitor -6, MEKK2mut PB1 HTS 2, MEKK2wt PB1 HTS 104, HCV NS3 hel inh -2, DNA FID counter -25 and IMP-1 inh -1.5.
CCC(=O)Nc1cccc(C(=O)c2ccc(C)c(C)c2)c1 was read as VIM-2 inhibitor -1.9, UBC9 SUMO inh 10, NALP1 yeast inh -10, M18AAP inhibitor 4, MEKK2mut PB1 HTS 2, MEKK2wt PB1 HTS 107, HCV NS3 hel inh 6, DNA FID counter -19 and IMP-1 inh -2.5.
COc1ccc(S(=O)(=O)NCCCCC(=O)O)cc1C(=O)O was read as VIM-2 inhibitor -0.7, UBC9 SUMO inh 12, NALP1 yeast inh 0, M18AAP inhibitor -6, MEKK2mut PB1 HTS 1, MEKK2wt PB1 HTS 98, HCV NS3 hel inh -4, DNA FID counter -1 and IMP-1 inh -2.5.
Cc1cccc(CCNS(=O)(=O)c2ccc3c(c2)NC(=O)C(C)S3)c1 (stereo not drawn) was read as VIM-2 inhibitor -3.9, UBC9 SUMO inh 10, NALP1 yeast inh 12, M18AAP inhibitor 2, MEKK2mut PB1 HTS 0, MEKK2wt PB1 HTS 101, HCV NS3 hel inh -6, DNA FID counter -30 and IMP-1 inh -2.4.
C/C(=N\Nc1ccc(F)cc1)c1ccc(N2CCOCC2)c(F)c1 was read as VIM-2 inhibitor -1.9, UBC9 SUMO inh -6, NALP1 yeast inh 4, M18AAP inhibitor 10, MEKK2mut PB1 HTS 0, MEKK2wt PB1 HTS 100, HCV NS3 hel inh 3, DNA FID counter -6 and IMP-1 inh -1.8.
Screening CCOC(=O)Cn1c(=O)c2c(nc3n2CCS3)n(C)c1=O returned VIM-2 inhibitor -2.4, UBC9 SUMO inh -7, NALP1 yeast inh 0, M18AAP inhibitor -5, MEKK2mut PB1 HTS -1, MEKK2wt PB1 HTS 101, HCV NS3 hel inh -3, DNA FID counter 3 and IMP-1 inh -2.0.
COCCCNc1cc(C)nc2ccccc12 was read as VIM-2 inhibitor -0.4, UBC9 SUMO inh 16, NALP1 yeast inh -6, M18AAP inhibitor 0, MEKK2mut PB1 HTS 3, MEKK2wt PB1 HTS 105, HCV NS3 hel inh -4, DNA FID counter 0 and IMP-1 inh -0.1.
`CSCC[C@H](NC(=O)c1ccc(Br)o1)c1nnc2ccccn12` gave VIM-2 inhibitor -3.7, UBC9 SUMO inh 4, NALP1 yeast inh 5, M18AAP inhibitor -2, MEKK2mut PB1 HTS 2, MEKK2wt PB1 HTS 97, HCV NS3 hel inh 9, DNA FID counter -5 and IMP-1 inh -2.4.
`CC(C)(C)NC(=O)C(c1cccs1)N(CC1CCCO1)C(=O)c1ccc(-c2ccccc2)[nH]1` (stereo not drawn) gave VIM-2 inhibitor -2.4, UBC9 SUMO inh -1, NALP1 yeast inh 12, M18AAP inhibitor 4, MEKK2mut PB1 HTS -1, MEKK2wt PB1 HTS 94, HCV NS3 hel inh -16, DNA FID counter -29 and IMP-1 inh -4.6.
COc1ccc(Cc2nnc(NC(=O)Nc3ccc(F)cc3)s2)cc1OC was read as VIM-2 inhibitor -1.3, UBC9 SUMO inh 7, NALP1 yeast inh 12, M18AAP inhibitor -4, MEKK2mut PB1 HTS 1, MEKK2wt PB1 HTS 102, HCV NS3 hel inh 1, DNA FID counter -16 and IMP-1 inh -1.4.
